# esBAF inh – SWI/SNF esBAF complex inhibition. reporter increase, % at 12.5 µM. AID 602393. 350,000 tested, 2% active. mouse ES cells, Bmi1-luciferase knock-in reporter, 24 h; 100% = twice the neutral-well signal; in the data active = activation above about 40%; inconclusive = no clear call, values can overlap the other calls;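 also: 0% = median of the plate's neutral control wells and 100% = double that signal; a rise in the Bmi1 reporter signal indicates esBAF inhibition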
# ERp5 block – inhibitors of human ERp5. Q15084. ERp5 insulin aggregation, absorbance 650 nm, 90 min. inhibition, % at 9.99 µM. 350,000 tested, 0.05% active;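 active = mean replicate inhibition above about 25%, with every replicate also reaching it, limit read from the data, passing the limit was not always enough; inconclusive = only one of those two criteria met; inactive = neither criterion met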
# Target sequence (Q15084 whole entry, looked up): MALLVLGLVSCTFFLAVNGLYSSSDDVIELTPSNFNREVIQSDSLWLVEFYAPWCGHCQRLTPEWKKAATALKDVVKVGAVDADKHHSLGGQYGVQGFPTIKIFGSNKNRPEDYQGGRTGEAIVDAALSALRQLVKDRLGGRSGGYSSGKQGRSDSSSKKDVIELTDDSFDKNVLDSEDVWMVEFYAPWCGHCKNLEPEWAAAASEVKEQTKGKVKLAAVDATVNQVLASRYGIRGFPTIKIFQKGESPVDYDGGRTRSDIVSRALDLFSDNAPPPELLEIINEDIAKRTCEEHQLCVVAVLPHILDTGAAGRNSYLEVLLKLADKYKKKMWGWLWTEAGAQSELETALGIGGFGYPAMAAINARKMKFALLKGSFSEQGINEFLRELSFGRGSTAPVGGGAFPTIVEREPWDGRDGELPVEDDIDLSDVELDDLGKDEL
# ARNT-TACC3 inh – ARNT/TACC3 interaction disruption; AlphaScreen His-ARNT PAS-B/GST-TACC3 binding, luminescence; TACC3 fragment carries E629A point mutation; inhibition, % at 9.99 µM; 390,000 tested, 0.66% active; AID 623870;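 active = mean inhibition of replicates at least 50% and at least half of replicates each reaching 50%; inconclusive = half or more replicates reach 50% but mean below 50%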;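 also: 0% = complete ARNT plus TACC3 wells and 100% = ARNT alone without TACC3; many hits fall short of the cut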
# SIRT5 block – sirtuin-5 (human) deacylase inhibition. Q9NXA8. Purified SirT5, succinyl-peptide AMC, trypsin-coupled fluorescence. inhibition, % at 15 µM. 330,000 tested, 1.1% active. AID 652115; in the data active = inhibition above about 15%; inconclusive = no clear call, values can overlap the other calls
# Target sequence (Q9NXA8 whole entry, looked up): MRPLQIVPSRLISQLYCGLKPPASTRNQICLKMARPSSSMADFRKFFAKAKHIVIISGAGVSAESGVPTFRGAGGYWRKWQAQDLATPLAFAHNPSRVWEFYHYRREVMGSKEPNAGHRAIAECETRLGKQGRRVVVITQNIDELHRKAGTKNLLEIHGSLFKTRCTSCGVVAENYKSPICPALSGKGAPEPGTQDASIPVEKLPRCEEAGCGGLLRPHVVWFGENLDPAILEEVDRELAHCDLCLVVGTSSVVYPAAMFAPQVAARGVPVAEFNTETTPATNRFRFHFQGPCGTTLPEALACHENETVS
# miR-122 sensor – miR-122 inhibition in Huh7 cells; Huh7 miR-122 Renilla luciferase sensor, 48 h; neutral wells = 0, positive control = 100; 340,000 tested, 0.3% active; activation (reporter increase), % at 12.5 µM;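 active = mean replicate activation score at least 90 and every replicate individually at or above 90; inconclusive = only one of the two criteria met; inactive = neither criterion met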;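 also: higher luciferase means less miR-122 activity so hits act as miR-122 inhibitors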
# Cneo AK release – Cryptococcus neoformans lysis via adenylate kinase release | C. neoformans lysis, adenylate kinase release luminescence, 4 h; normalised: neutral wells 0, clomiphene wells 100 | 360,000 tested, 0.2% active | lysis activity, % at 15 µM;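 active = mean lysis activity across replicates of at least 80%, whatever share of replicates individually reach that level; inactive = mean lysis activity below 80%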
#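 Assay system: C. neoformans cells. Amount: yeast cell density of 5 × 10^6 cells/mL. Technique: AK luminescence. Buffer or medium: YPD. Times: static 4 h at 37 °C with compound, 1 h detection. Dosing: single-point compound dose. Read-out: lysis from increased AK signal.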
# C2C12 statin – suppressors of simvastatin-induced myotoxicity in C2C12 myotubes | ATP luminescence, 48 h; scaled: DMSO 0, geranylgeraniol control 100 | rescue of ATP level, % at 7.49 µM | 330,000 tested, 0.78% active | AID 602340;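 active = mean ATP rescue above about 67%, or every replicate alone reaching that limit, limit read from the data, passing the limit was not always enough; inconclusive = no clear call, values can overlap the other calls; inactive = mean under the limit and some replicate under it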;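 also: myotubes were challenged with 10 µM simvastatin during compound exposure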
# Active calls of the source: *; ? = inconclusive; . = not tested or not shown; & = joins results of further samples; [ ] = remark or other dose.
1. Cc1ccc(C)c(NC(=O)CSc2ccc(S(=O)(=O)N3CCCC3)cn2)c1
2. Cc1cc(Cl)ccc1NC(=O)/C=N/O
3. O=C(C[C@H]1CC[C@@H]2[C@H](COC[C@@H](O)CN2CC2CCCCC2)O1)NCC1CC1
4. O=C(CCC(=O)N1CCOCC1)c1ccc(F)cc1
5. CC(C)CCN1CCN(Cc2cn[nH]c2C2CCCCC2)CC1CCO (stereo unspecified)
6. CC1(C(=O)NCCc2ccccc2)Cc2c(-c3ccccc3)ccnc2O1 (stereo unspecified)
7. COc1cc(C)c(-c2[nH]ncc2-c2csc(C)n2)c(O)c1
8. Cc1ccc(S(=O)(=O)Nc2cncnc2NS(=O)(=O)c2ccc(C)cc2)cc1
screen / no.,1,2,3,4,5,6,7,8
esBAF inh,-6,.,1,.,-2,-1,-6,-12
ERp5 block,2,-4,-3,5,-2,1,11,0
ARNT-TACC3 inh,.,-3,-3,-5,0,.,1,-3
SIRT5 block,0,-7,-2,-2,1,3,-3,-3
miR-122 sensor,.,.,5[16.7 µM],.,5,3,6,3
Cneo AK release,1,.,-1,.,-2,0,.,0
C2C12 statin,5,.,-3,.,-7,6,1,4

9. O=C1C=C(c2cccc(O)c2)C[C@@H](c2ccc(F)cc2)C1
10. C[C@@H]1CCCCO[C@@H](CN(C)S(C)(=O)=O)[C@@H](C)CN([C@H](C)CO)C(=O)c2cc(NC(=O)Nc3ccc4c(c3)OCO4)ccc2O1
11. COc1cccc(N2CCN(S(=O)(=O)c3c(C)[nH]c(C)c3C(=O)N3CCCC3)CC2)c1
12. COc1ccc(/C=N/Nc2nc3ccccc3o2)cc1O
13. Cc1ccc(NC(=O)c2sc(=S)n(-c3cc(C)ccc3F)c2N)cc1
14. CCn1cc(CN2CCC(n3nccc3NC(=O)C3CCCC3)CC2)cn1
15. O=C1C(Cl)=C(Nc2cccc(O)c2)C(=O)N1Cc1ccccc1
16. Cc1nc2ccccc2c(C(=O)O)c1-c1ccccn1
screen / no.,9,10,11,12,13,14,15,16
esBAF inh,1,-3,-9,-19,27,-1,.,1
ERp5 block,-5,2,2,.,1,-2,4,-5
ARNT-TACC3 inh,-1,14,0,44*,-2,1,6,-2
SIRT5 block,.,2,0,.,-1,0,0,1
miR-122 sensor,-4,3[16.7 µM],1,0,0,-2,.,.
Cneo AK release,3,1,2,-2,1,9,.,2
C2C12 statin,24,.,2,-7,7,17,.,7

# No new results follow: an excerpt of the list.
1. Cc1ccc(C)c(NC(=O)CSc2ccc(S(=O)(=O)N3CCCC3)cn2)c1
2. Cc1cc(Cl)ccc1NC(=O)/C=N/O
3. O=C(C[C@H]1CC[C@@H]2[C@H](COC[C@@H](O)CN2CC2CCCCC2)O1)NCC1CC1
4. O=C(CCC(=O)N1CCOCC1)c1ccc(F)cc1
5. CC(C)CCN1CCN(Cc2cn[nH]c2C2CCCCC2)CC1CCO (stereo unspecified)
6. CC1(C(=O)NCCc2ccccc2)Cc2c(-c3ccccc3)ccnc2O1 (stereo unspecified)
7. COc1cc(C)c(-c2[nH]ncc2-c2csc(C)n2)c(O)c1
8. Cc1ccc(S(=O)(=O)Nc2cncnc2NS(=O)(=O)c2ccc(C)cc2)cc1
9. O=C1C=C(c2cccc(O)c2)C[C@@H](c2ccc(F)cc2)C1
10. C[C@@H]1CCCCO[C@@H](CN(C)S(C)(=O)=O)[C@@H](C)CN([C@H](C)CO)C(=O)c2cc(NC(=O)Nc3ccc4c(c3)OCO4)ccc2O1
screen / no.,1,2,3,4,5,6,7,8,9,10
esBAF inh,-6,.,1,.,-2,-1,-6,-12,1,-3
ERp5 block,2,-4,-3,5,-2,1,11,0,-5,2
ARNT-TACC3 inh,.,-3,-3,-5,0,.,1,-3,-1,14
SIRT5 block,0,-7,-2,-2,1,3,-3,-3,.,2
miR-122 sensor,.,.,5[16.7 µM],.,5,3,6,3,-4,3[16.7 µM]
Cneo AK release,1,.,-1,.,-2,0,.,0,3,1
C2C12 statin,5,.,-3,.,-7,6,1,4,24,.

# Carrying on.
17. Cc1nc(NC(=O)c2ccco2)sc1-c1csc(Nc2ccc(Cl)cc2Cl)n1
18. COc1cccc(C#Cc2cnc3c(c2)C(=O)N([C@@H](C)CO)C[C@@H](C)[C@H](CN(C)C(=O)C2CCCCC2)O3)c1
19. Cc1ccc(S(=O)(=O)N2CCOCC2)cc1NC(=O)CNCc1cccnc1
20. O=C(Nc1ccccc1-c1nnn(CC(=O)N2CCN(c3ccccc3)CC2)n1)c1cccs1
21. C[C@@H]1CCCCO[C@H](CN(C)S(=O)(=O)c2ccc(F)cc2)[C@@H](C)CN([C@@H](C)CO)C(=O)c2cc(NC(=O)CCC(F)(F)F)ccc2O1
22. Cc1nn(-c2ccccc2)c(Cl)c1/C=N/NC(=O)c1cccc(S(=O)(=O)N2CCCC2)c1
23. C[C@H]1CN([C@@H](C)CO)C(=O)c2cccc(NS(=O)(=O)c3ccc(Cl)cc3)c2O[C@H]1CN(C)C(=O)NC1CCCCC1
24. CC(C)NC(=O)N(C)C[C@H]1OCCCC[C@@H](C)Oc2ccc(NC(=O)NC3CCCCC3)cc2C(=O)N([C@@H](C)CO)C[C@H]1C
screen / no.,17,18,19,20,21,22,23,24
esBAF inh,3,0,.,.,-4,.,0,4
ERp5 block,-8,-1,-3,-2,-7,-6,-3,-2
ARNT-TACC3 inh,.,-5,.,-3,.,-3,-6,1
SIRT5 block,3,?,1,0,5,-9,-1,7
miR-122 sensor,.,-5[16.7 µM],-2,.,4[16.7 µM],-9,-10[16.7 µM],-2[16.7 µM]
Cneo AK release,-4,-1,3,.,-2,5,-3,-4
C2C12 statin,-27,-2,.,.,.,.,-15,-5

25. CCOc1ccc(N(CC(=O)O)S(=O)(=O)c2cccnc2)cc1
26. CNC(=O)C[C@H]1CC[C@H]2[C@@H](COc3ccc(NC(=O)c4cccc(F)c4)cc3C(=O)N2C)O1
27. COc1ccc(C[C@H]2CN3C(=NC[C@H]3Cc3ccccc3)N2CCNC(=O)CCC2CCCCC2)cc1
28. Cc1nc(-c2c(C(=O)NNC(=O)Nc3c(C)cccc3C)noc2C)cs1
29. CCCC#Cc1cnc2c(c1)C(=O)N([C@H](C)CO)C[C@H](C)[C@H](CN(C)C(=O)c1cccc(F)c1)O2
30. CC1(C)CC(=O)C2=C(C1)OC(=O)C2(NC(=O)c1cccs1)C(F)(F)F (stereo unspecified)
31. Cc1nn(C)c(C)c1NC(=O)c1ccc(Br)o1
32. Nc1nc(SCC(=O)Nc2ccc(Br)cc2Br)n[nH]1
screen / no.,25,26,27,28,29,30,31,32
esBAF inh,-6,2,6,1,1,.,-1,22
ERp5 block,7,-5,6,-5,-4,.,-3,0
ARNT-TACC3 inh,-8,-7,-3,-30,-3,0,-13,2
SIRT5 block,-1,2,0,-4,-10,.,6,-1
miR-122 sensor,-1,0[16.7 µM],-5,.,9[16.7 µM],-2,-6,0
Cneo AK release,-7,-2,-3,.,0,-1,-2,1
C2C12 statin,-7,5,-34,-15,2,.,12,-3

33. CCOC(=O)C1=C(C)NC(=O)C(C#N)C1c1ccco1 (stereo unspecified)
34. C=CCNC(=O)/C(=C\c1ccc2c(c1)OCO2)NC(=O)c1ccc(Br)cc1
35. CS(=O)(=O)c1ccc(Cl)c(NC(=O)CN2CCN(S(=O)(=O)/C=C/c3ccccc3)CC2)c1
36. Cc1ccc(S(=O)(=O)N(C)C[C@H]2Oc3ccc(NS(=O)(=O)c4cccs4)cc3C(=O)N([C@H](C)CO)C[C@H]2C)cc1
37. COCC(=O)Nc1ccc2c(c1)C(=O)N(C)C[C@@H](OC)[C@H](C)CN(C(=O)c1cnccn1)[C@H](C)CO2
38. Cc1ccc(C(=O)Nc2ccc3c(c2)OCO3)cc1S(=O)(=O)N1CCCC1
39. CC(Oc1coc(CN2CCN(C(=O)c3ccco3)CC2)cc1=O)c1ccccc1 (stereo unspecified)
40. CC1(C)CC(=O)c2sc(NC(=O)CCS(=O)(=O)c3ccccc3)nc2C1
screen / no.,33,34,35,36,37,38,39,40
esBAF inh,.,.,-3,4,-2,79*,6,-12
ERp5 block,-2,-4,-7,-17,0,.,-25,0
ARNT-TACC3 inh,14,-3,-4,-7,0,-1,-1,-13
SIRT5 block,-2,8,-1,3,-6,.,-9,2
miR-122 sensor,.,-3,-5,21[16.7 µM],-2[16.7 µM],3,.,.
Cneo AK release,.,1,-1,-10,-3,-7,0,-4
C2C12 statin,.,.,12,17,-7,-15,-2,-17

41. O=C(NC(=O)c1ccccc1Cl)C(=O)Nc1ccc(Cl)cc1
42. C[C@@H]1CN([C@@H](C)CO)C(=O)Cc2cc(NC(=O)Nc3ccc4c(c3)OCO4)ccc2O[C@@H]1CN(C)Cc1ccc(-c2ccccc2)cc1
43. C[C@H](CO)N1C[C@H](C)[C@H](CN(C)Cc2ccc(C(=O)O)cc2)Oc2ccc(NC(=O)C3CCCCC3)cc2CC1=O
44. CCN(CC)S(=O)(=O)c1ccc(N2CCOCC2)c(NC(=O)C2COc3ccccc3O2)c1 (stereo unspecified)
45. COCCCC1CCN(C(=O)C2CCC(=O)N(C3CCCC3)C2)CC1 (stereo unspecified)
46. CCCCCCCCNCCS(=O)(=O)NN1CCOCC1
47. CO[C@H]1CN(C)C(=O)c2cc(NC(=O)NC(C)C)ccc2OC[C@H](C)N(C(=O)C2CCC2)C[C@@H]1C
48. C[C@H](CO)N1C[C@H](C)[C@H](CN(C)C(=O)[C@@H](Cc2ccccc2)N(C)C)OCc2ccccc2-c2c(n(C)c3ccccc23)C1=O
screen / no.,41,42,43,44,45,46,47,48
esBAF inh,.,0,0,-2,3,-6,-5,-6
ERp5 block,4,0,-1,0,10,1,-3,2
ARNT-TACC3 inh,-1,-2,-9,1,-2,-4,-6,6
SIRT5 block,-2,-2,-1,-1,2,.,2,8
miR-122 sensor,3,-6[16.7 µM],-3[16.7 µM],9,-4,-1,.,.
Cneo AK release,-1,0,-2,0,0,6,-2,48
C2C12 statin,.,-105,-8,14,3,0,-2,-28

49. COC(=O)C[C@@H]1CC[C@H]2[C@@H](COc3ccc(NC(=O)c4cccc(OC)c4)cc3C(=O)N2C)O1
50. S=C(N/N=C1\CCc2ccccc21)NC1CCCCC1
51. CC(=O)N1CCN(c2ccc(C(N)=O)cc2[N+](=O)[O-])CC1
52. CCCC#Cc1ccc([C@@H]2[C@@H](CO)N3CCCCN(S(=O)(=O)Cc4ccccc4)C[C@H]23)cc1
53. C[C@H]1CNC(=O)C(=O)N1C[C@H](Cc1ccc(O)cc1)NC(=O)CC12CC3CC(CC(C3)C1)C2
54. Cc1ccc(/C=[N+](\[O-])c2ccc(N(C)C)cc2)c2nsnc12
55. CC(C)CNC(=O)c1ccc2c(c1)C(=O)N(Cc1ccco1)C2=O
56. COC(=O)c1c(NC(=O)Cc2ccccc2)sc(C)c1C
57. COc1ccc(S(=O)(=O)c2ccc(OCC3CO3)cc2)cc1 (stereo unspecified)
screen / no.,49,50,51,52,53,54,55,56,57
esBAF inh,4,.,3,-4,0,.,-2,-13,1
ERp5 block,5,1,4,2,1&4,0,-1,4,1
ARNT-TACC3 inh,-3,-3,-6,18,.,36,-3,-3,22
SIRT5 block,4,-1,0,4,0,8,-3,-4,-2
miR-122 sensor,-1[16.7 µM],.,10,2[16.7 µM],2,.,-17,.,4
Cneo AK release,-11,.,-7,14,0,.,-1,10,1
C2C12 statin,-4,.,13,-6,1,.,3,-2,-7

# Screens from PubChem BioAssay.
